# Peg3 promoter = Peg3 promoter activity inhibition; 1.7% of 360,000 active; AID 588405; HeLa PEG-Prom luciferase reporter, luminescence, overnight; inhibition, % at 20 µM;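 active means inhibition of at least 50% at 20 µM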
# aDG glyco up = increases alpha dystroglycan glycosylation. 0.22% of 360,000 active. activation, % at 10 µM. Pro5-aDG cells, alpha-DG glycosylation AlphaScreen (IIH6); 0% Pro5, 100% B10-LARGE cell signal;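 active means activation of at least 8% versus controls, or a plate z-score of at least 8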;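 further: Pro5 are CHO cells carrying HIG-tagged alpha-DG that lacks glycosylation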
# Shn3 inh set2 = reduces Shn3 3'UTR luciferase signal in osteoblasts | 0.52% of 360,000 active | Clone20 osteoblast Shn3 3'UTR firefly luciferase, 24 h | inhibition, % at 12.5 µM | AID 588674;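 active means mean inhibition of at least 75% with every replicate also reaching 75%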;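 further: 0% = median of neutral control wells and 100% = pilot-screen positive control compound; some compounds past the cut are filed as inactive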
# KKLEB cytotox = reduces viability of KKLEB cystic fibrosis airway cells | KKLEB CF airway cells viability, ATPlite luminescence, overnight; active compounds read low; cells stimulated with P. aeruginosa culture filtrate | activity change (cytotoxicity), % at 5 µM | 0.36% of 360,000 active;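 active means corrected activity change at or below -50% at 5 µM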
# NR2E3 ag-1 = agonists of human NR2E3 nuclear receptor; inhibition of corepressor binding, % at 3.98 µM; CHO-S Gal4-NCOR/VP16-NR2E3 two-hybrid, luciferase; AID 602229; 0.35% of 360,000 active; Q9Y5X4;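 active means inhibition above the mean of all tested compounds plus 3 SD, cut at about 70% in these data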;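 further: 0% = DMSO with NR2E3 transfected cells and 100% = cells lacking NR2E3 construct; higher means lower luciferase signal from less NR2E3 corepressor binding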
# Target sequence (Q9Y5X4 whole entry, looked up, the tested form may be a part): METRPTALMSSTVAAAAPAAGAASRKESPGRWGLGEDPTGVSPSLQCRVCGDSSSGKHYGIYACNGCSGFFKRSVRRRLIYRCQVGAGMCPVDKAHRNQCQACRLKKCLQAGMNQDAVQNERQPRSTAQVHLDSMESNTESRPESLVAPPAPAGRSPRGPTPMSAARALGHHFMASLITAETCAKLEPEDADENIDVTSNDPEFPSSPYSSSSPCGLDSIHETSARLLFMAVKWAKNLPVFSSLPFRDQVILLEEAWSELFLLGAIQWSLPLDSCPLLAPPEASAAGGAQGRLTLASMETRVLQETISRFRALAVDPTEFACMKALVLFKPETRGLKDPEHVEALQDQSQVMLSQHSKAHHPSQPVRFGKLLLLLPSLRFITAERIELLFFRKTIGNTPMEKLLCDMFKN
# TRPM1 prom inh = inhibitors of MITF-driven TRPM1 promoter in melanoma cells; SK-MEL-5 TRPM1 promoter luciferase, 24 h; inhibition, % at 12.5 µM; 0.83% of 330,000 active;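 active means mean inhibition across replicates of 60% or more, whatever share of single replicates reaches that level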; further: values of inactives mirror those of a sister screen read the other way
# CF NFkB inh = cystic fibrosis NF-kB activation inhibition; KKLEB NF-kB-GFP reporter, PAF-induced, GFP fluorescence overnight; inhibition, % at 5 µM; 0.86% of 360,000 active; AID 588850;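 active means at least 50% inhibition at 5 µM, scaled per plate between neutral and stimulator controls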;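 further: PAF is a Pseudomonas aeruginosa culture filtrate used as stimulus; plate controls were PAF-stimulated DMSO wells for no effect and unstimulated DMSO wells for full effect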
# iPSC survival up = increases survival of single human iPS cells; 0.044% of 360,000 active; hiPSC single-cell survival, ATPlite luminescence; 100% = ROCK inhibitor wells, 0% = DMSO; survival enhancement, % at 20 µM; in the data active means survival enhancement above about 18%;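 further: cells exposed to compounds for 16 hours before the ATP read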
# NR2E3 ag-2 = activates human photoreceptor nuclear receptor NR2E3 | Q9Y5X4 | GST-NR2E3/biotin-RetCOR TR-FRET, 1536-well | inhibition of corepressor binding, % at 4.78 µM | 0.12% of 320,000 active | AID 2300;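 active means percent inhibition above the cutoff of mean plus 3 SD of all tested compounds, set per screening campaign, cut at about 20% in these data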;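 further: 0% = DMSO wells and 100% = biotin wells as full block of FRET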
#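 Material: NR2E3–RetCOR corepressor complex / Incubation: Compound–protein incubation for 5 h at 4 °C / Dosing: compound at 4.8 µM, single dose / Detection: time-resolved FRET / Benchmarks: high control biotin, low control 0.6% DMSO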
# TWEAK Fn14 block = blocks TWEAK-Fn14 interaction in a reporter cell assay | TWEAK-stimulated Fn14 reporter cells, luciferase luminescence, 8 h | inhibition, % at 10 µM | 2% of 360,000 active; in the data active means inhibition above about 50%
# HIF-2a inh = inhibitors of HIF-2a | 0.72% of 360,000 active | 786-0 RCC cells HIF-2a reporter, luciferase luminescence, overnight | inhibition, % at 18.8 µM;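 active means inhibition of the luminescence signal of 40% or more relative to plate controls, in a single-dose primary screen at 18.75 µM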
# Active calls of the source: *; . = not tested or not shown. Outcome played no part in choosing rows, and some 4.4% of all compounds hit somewhere here.
SMILES,Peg3 promoter,aDG glyco up,Shn3 inh set2,KKLEB cytotox,NR2E3 ag-1,TRPM1 prom inh,CF NFkB inh,iPSC survival up,NR2E3 ag-2,TWEAK Fn14 block,HIF-2a inh
COc1ccccc1N(C)S(=O)(=O)c1ccc(C(=O)OCC(=O)N2CCCCCC2)cc1,11.1,-0.2,9.8,4.8,-10.9,-0.5,3.0,2.0,-1.5,0.8,4.4
CN(C)/C=C(\C=O)c1c(Cl)cccc1Cl,2.2,-0.1,3.3,10.8,-30.4,-13.8,10.4,-1.2,6.0,0.3,20.2
Cc1cc(C(=O)N2CCC2(C)C(=O)NCC(C)(C)C)nn1C (centres undefined),1.0,0.1,-0.2,6.9,14.4,.,-8.6,-0.8,.,6.6,8.8
O=C1CCc2cc(S(=O)(=O)NC(C(=O)NCc3cccnc3)c3ccccc3)ccc2N1 (centres undefined),7.3,-0.1,-1.0,0.1,2.0,6.3,-3.7,0.9,4.1,-2.1,-1.8
CC(=O)c1cccc(NC(=O)COC(=O)Cc2ccc(Cl)cc2)c1,-4.1,0.0,-12.9,-16.7,-11.9,-11.5,13.6,0.1,.,-3.9,2.1
O=C1N/C(=N/N=C/c2ccccc2)SC1(c1ccccc1)c1ccccc1,11.8,-0.1,-3.7,13.1,2.4,2.0,1.0,1.7,1.0,-6.3,6.0
Cc1nc2ccccc2c(=O)n1NC(=O)C1CC1C (centres undefined),11.1,0.3,-3.4,1.4,-18.6,6.3,-3.0,0.9,-2.2,-22.3,12.2
CCN(CC)S(=O)(=O)c1ccc(OC)c(NC(=O)c2ccc3c(c2)OCO3)c1,12.2,0.4,-1.8,-14.7,-23.5,-4.7,-9.8,-0.8,1.2,-12.2,17.1
COc1ccc2c(c1OC)C(=O)OC2N1C(=O)CC[C@H]1C(=O)Nc1ccc(F)cc1F (some centres undefined),-3.5,0.1,-6.7,-0.7,-28.2,5.3,8.4,-1.0,-4.7,-22.2,9.2
O=C(NCCc1ccccc1)Nc1ccc2c(c1)OCO2,-217.8,-0.1,-66.5,12.6,-109.0,-29.3,-9.5,-0.3,5.5,-11.3,-201.6
O=C1CCc2cc(S(=O)(=O)NC(Cc3ccccc3)C(=O)N3CCN(c4ccccn4)CC3)ccc2N1 (centres undefined),3.8,-0.2,-19.5,-7.5,-24.9,5.7,12.5,0.8,-1.0,-3.0,13.4
CC/C(=N/Nc1ccccc1Cl)c1cnnc(-c2ccccc2)n1,-13.7,4.8,-20.4,-1.5,-5.0,-12.9,-3.5,-0.3,1.4,-22.7,-2.1
O=C(c1ccc(-c2cccc(C(F)(F)F)c2)o1)N1CCCC(C(F)(F)F)C1 (centres undefined),-24.1,0.1,-12.6,7.5,-12.6,-21.5,3.8,-0.4,0.3,-16.1,-65.9
CCOc1ccccc1NC(=O)c1ccc2c(=O)n3c(nc2c1)CCCCC3,-44.2,-0.1,10.8,-4.1,1.1,-8.9,18.3,0.2,-1.3,-17.8,-64.0
Cc1cc(C)nc(NC(=O)c2c(-c3ccccc3Cl)noc2C)c1,12.9,0.1,25.3,5.7,-21.8,15.4,-9.6,-2.4,-2.4,10.2,21.5
O=C1c2ccccc2NC(c2cccc(F)c2)N1Cc1ccco1 (centres undefined),7.8,0.3,9.1,-18.0,-2.6,-6.0,-8.0,-1.4,-3.7,22.4,-4.1
COc1cccc2sc3ccc(NCCC4CCCN4C)cc3c(=O)c12 (centres undefined),-30.2,0.4,1.8,-8.7,3.9,46.1,-12.8,3.7,0.2,7.8,-74.2
CCc1nn(CC(=O)NCCCN(CC)Cc2ccccc2)c(=O)c2cc3sccc3n12,-3.5,-0.1,-2.8,2.2,6.8,7.8,4.9,-0.6,-2.6,-4.0,20.3
C/C(=N\NC(=O)CC1N=C(Cc2ccccc2)NNC1=O)c1ccc(Cl)cc1Cl (centres undefined),16.7,0.2,.,-1.1,9.0,-6.5,-3.0,2.1,3.9,-0.9,4.6
Cc1nc2nc(-c3ccco3)[nH]n2c(=O)c1C,6.5,-0.1,12.1,10.8,-6.1,3.9,0.2,2.1,-2.2,3.6,14.7
O=C(CSc1nc2ccccc2[nH]1)N=Nc1c(O)[nH]c2ccccc12,-28.6,-0.2,-45.2,5.4,-23.9,-18.0,-6.5,1.8,3.9,-10.9,-81.7
O=c1ccc2ccccc2c2ccccc12,103.4*,-0.1,60.2,3.3,47.4,.,64.6*,-0.4,.,93.9*,94.6*
Cn1cnnc1SCC(=O)NN1C(=O)NC(C)(c2ccccc2)C1=O (centres undefined),11.0,0.2,.,7.7,0.3,-0.1,-14.4,-0.8,-3.7,3.7,17.7
Cc1cccc(NC(=O)NNC(=O)c2ccc3ccccc3c2O)c1,4.8,0.2,-14.5,-9.6,-13.1,0.5,28.2,-0.1,.,2.6,1.3
COc1ccc(NC(=S)NCCSc2ccc(Cl)cc2)c(OC)c1,3.9,0.0,4.0,-6.6,3.4,10.4,-7.6,-1.0,0.0,-4.0,16.3
CCn1c2ccccc2c2nnc(SCC(=O)NC(CC(C)C)C(=O)OC)nc21 (centres undefined),10.0,0.0,15.2,-3.3,-8.8,0.3,-1.7,2.7,2.9,6.8,3.7
CCOC(=O)N1CCC(N2Cc3cccc(C(=O)Nc4ccc(CC)cc4)c3C2=O)CC1,14.7,1.3,37.2,-35.7,-18.5,-7.8,5.4,-0.5,0.7,26.0,-89.4
O=C1C2C3C=CC(C3)C2C(=O)N1c1ccc(Cc2ccncc2)cc1 (centres undefined),10.2,0.7,39.8,-3.4,52.3,1.9,17.2,-2.4,2.7,-16.6,16.4
Cc1nn(C)c(C)c1N=Cc1c(O)ccc2ccccc12,18.5,-0.1,3.4,-11.8,4.1,4.9,12.1,2.0,0.1,22.6,-24.9
CCOc1c(Cl)cc(/C=C/C(=O)N(CC)CC(=O)Nc2ccc(NC(C)=O)cc2)cc1OC,12.1,-0.2,2.6,-0.4,-31.1,-3.8,-5.3,0.1,1.4,-12.9,6.0
CC(C)c1ccc(/C=N/n2c(COc3ccccc3)n[nH]c2=S)cc1,9.8,0.0,0.8,19.9,1.1,10.0,-22.9,-0.4,0.8,4.0,13.8
O=C(c1ccc(F)cc1)N(Cc1cccs1)C1CCS(=O)(=O)C1 (centres undefined),12.1,-0.1,-12.9,-4.3,8.1,-10.1,7.3,-0.3,-1.3,1.4,10.9
CC1CCCC(C)N1C(=O)C1CCCCC1 (centres undefined),-20.2,-0.2,8.8,-8.4,-6.8,8.1,1.0,-0.5,2.1,-11.3,-16.6
O=C(C1CC1)N1CCc2cc(S(=O)(=O)N3CCN(c4ccccc4)CC3)ccc21,7.3,0.2,-1.9,-5.5,13.5,9.7,20.4,-0.5,1.8,-22.9,4.9
CC12CCC(=O)C=C1CCC1C2CCC2(C)C1CC1C3C(=O)N(Cc4ccccc4)C(=O)C3CC(=O)C12 (centres undefined),27.0,0.4,10.0,-7.2,15.2,-9.9,8.3,2.3,.,6.8,13.2
C=C(Cl)COC(=O)[C@H]1C2C=CC(C2)C1C(=O)O (some centres undefined),12.6,0.1,-8.1,0.4,6.5,3.5,-4.6,11.7,2.5,6.2,15.4
Cc1ccc(C(C(=O)NC(C)(C)C)N(CC2CCCO2)C(=O)c2csnn2)cc1 (centres undefined),13.4,0.0,-10.5,-27.9,-19.9,5.1,-0.7,0.4,4.3,20.6,1.7
CCC(=O)Nc1ccc(C(=O)NNC(=O)C(c2ccccc2)c2ccccc2)cc1,6.8,-0.1,-15.1,10.1,-20.5,-3.4,-3.8,-3.0,-2.1,-14.3,17.7
NC(=O)CC(NC(=O)c1ccccc1)c1ccc(NCCc2ccc(F)cc2)c([N+](=O)[O-])c1 (centres undefined),2.4,0.4,32.4,-14.5,11.5,4.3,22.6,-0.8,2.2,-10.3,2.1
O=C(Cc1ccccc1)N1CCCC(c2nc(-c3cccs3)no2)C1 (centres undefined),6.2,0.1,-9.0,4.3,-7.6,-7.9,1.3,1.8,-1.8,-5.2,-8.7

# Some of these compounds in order of SMILES length, rising.
SMILES,Peg3 promoter,aDG glyco up,Shn3 inh set2,KKLEB cytotox,NR2E3 ag-1,TRPM1 prom inh,CF NFkB inh,iPSC survival up,NR2E3 ag-2,TWEAK Fn14 block,HIF-2a inh
Cc1nn(C)c(C)c1N=Cc1c(O)ccc2ccccc12,18.5,-0.1,3.4,-11.8,4.1,4.9,12.1,2.0,0.1,22.6,-24.9
O=C1C2C3C=CC(C3)C2C(=O)N1c1ccc(Cc2ccncc2)cc1 (centres undefined),10.2,0.7,39.8,-3.4,52.3,1.9,17.2,-2.4,2.7,-16.6,16.4
CCOC(=O)N1CCC(N2Cc3cccc(C(=O)Nc4ccc(CC)cc4)c3C2=O)CC1,14.7,1.3,37.2,-35.7,-18.5,-7.8,5.4,-0.5,0.7,26.0,-89.4
CC12CCC(=O)C=C1CCC1C2CCC2(C)C1CC1C3C(=O)N(Cc4ccccc4)C(=O)C3CC(=O)C12 (centres undefined),27.0,0.4,10.0,-7.2,15.2,-9.9,8.3,2.3,.,6.8,13.2

# Continuation.
SMILES,Peg3 promoter,aDG glyco up,Shn3 inh set2,KKLEB cytotox,NR2E3 ag-1,TRPM1 prom inh,CF NFkB inh,iPSC survival up,NR2E3 ag-2,TWEAK Fn14 block,HIF-2a inh
CCC(C)NC(=O)Cn1nc(C(F)(F)F)c2c1CCC2 (centres undefined),7.8,0.1,-20.5,3.9,12.4,-15.6,-4.7,-0.7,1.8,-20.3,12.6
O=C(Nc1oc2ccccc2c(=O)c1-c1ccc2c(c1)OCO2)c1ccco1,-17.0,0.1,-4.5,5.3,-20.0,.,-5.3,2.4,.,-34.1,-42.5
S=C(Nc1ccccc1)Nc1cc(Cl)ccc1Oc1ccccc1,-11.9,-0.1,-5.4,5.4,-4.8,-1.3,-11.3,-0.6,-0.5,6.1,-20.4
O=C(NCC(=O)N(Cc1cccs1)C(C(=O)NC1CCCCC1)c1cccnc1)c1ccco1 (centres undefined),0.2,0.2,-1.0,5.5,-21.2,-5.9,-11.8,6.3,1.0,20.0,-61.0
COc1ccc(OCC(=O)NC(=S)N2CCCc3ccccc32)cc1,-57.1,-0.2,42.9,7.0,-33.8,0.7,-8.0,2.6,0.2,55.0*,-108.7
Cc1cc(C)cc(Cn2c(C)c(C(=O)N(C)Cc3ccc(F)cc3)sc2=O)c1,9.5,0.2,7.7,-5.9,-11.9,.,-17.7,1.9,.,-6.7,11.7
CCOC(=O)c1c(N)nn(C(=O)CC)c1-c1ccccc1,-1.1,0.2,4.8,-4.2,-12.2,0.8,-3.4,0.0,3.5,-1.9,10.0
CCCOC(=O)C1C2C=CC3(CN(c4cccc(Cl)c4)C(=O)C13)O2 (centres undefined),-8.6,0.1,-10.0,-14.9,2.2,.,17.4,0.3,0.1,-2.4,4.9
COc1ccc(NC(=O)c2cc(C3CCCCN3C(=O)OCC(C)C)on2)c(C)c1 (centres undefined),14.9,0.1,-9.7,5.1,13.0,.,2.2,-0.7,.,4.3,11.2
CN(C)C(=O)CSc1n[nH]c(=O)[nH]c1=O,0.5,-0.1,4.1,-21.7,-4.0,-8.4,3.8,2.6,1.1,-16.5,11.4
O=C(Nc1cccnc1Cl)C1c2ccccc2Oc2ccccc21,21.2,-0.1,-6.0,-3.4,20.9,-0.5,-5.9,6.9,1.4,-1.4,6.4
